POLB inh = blocks human DNA polymerase beta activity. P06746. Pol beta primer extension/strand displacement, fluorescence kinetic. Potency, µM (top dose mostly 114 µM), for the others: at the top dose activity change, negative = inhibition, usual class: inhibitors. 340,000 compounds, 1.3% hits. AID 485314; further: potency means the concentration at half of the fitted maximal effect; on the % scale 0 is the no-effect control and ±100 the full control effect
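Preincubation: enzyme (10 nM) with compound, 15 min, RT. Reaction: substrate added to 50 nM final. Reads: 0 and 10 min. Analysis: normalized, Hill fit.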
APE1 inh = inhibitors of human APE1 endonuclease | 350,000 compounds, 0.35% hits | recombinant APE1, TAMRA/BHQ-2 abasic DNA cleavage fluorescence | Potency, µM (highest dose often 65.8 µM), for inactives: top-dose activity change, negative = inhibition, most hits filed as inhibitors | AID 2517;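 further: potency means the concentration at half of the fitted maximal effect; plate controls were vehicle for no effect and reference inhibitor for full effect; nearly all actives have a fitted effect of over 55% in size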
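Incision of a quenched TAMRA/BHQ-2 THF abasic-site duplex (50 nM) by 0.75 nM APE1, after 15 min compound preincubation, measured as fluorescence increase over three 60 s reads. Values normalized to buffer, DMSO and NSC13755 control wells.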
Anesthetic bind = binds horse apoferritin like a general anesthetic; Potency, µM (doses to about 77.5 µM), for the others: at the top dose activity change, negative = displacement, actives largely listed as inhibitors; apoferritin/1-aminoanthracene competitive binding, fluorescence; P02791; AID 485281; 350,000 compounds, 0.074% hits; further: potency means the concentration at half of the fitted maximal effect; on the % scale 0 is the no-effect control and ±100 the full control effect; nearly all actives have a fitted effect of over 20% in size
Target sequence (P02791 2-175 limits assumed): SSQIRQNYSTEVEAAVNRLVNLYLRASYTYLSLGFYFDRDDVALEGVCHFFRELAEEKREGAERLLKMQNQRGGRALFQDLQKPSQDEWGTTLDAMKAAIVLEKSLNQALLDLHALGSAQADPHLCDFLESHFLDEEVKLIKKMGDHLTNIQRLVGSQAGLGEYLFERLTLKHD
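Read-out: endpoint 1-AMA fluorescence, excitation 380 nm and emission 535 nm, after compounds sit 10 min at room temperature with 10 uM horse-spleen apoferritin in 50% saturated 1-AMA/PBS. Values come from four-parameter Hill fits.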
ERG-DNA inh = inhibitors of human ERG Ets domain-DNA interaction | Potency, µM (doses to about 76.9 µM), without a hit: at the top dose FP activity, negative = inhibition, usual class: inhibitors | AID 624246 | 370,000 compounds, 0.028% hits | fluorescence polarization, His-ERG Ets domain / labelled DNA; active means well fitted inhibition curve with a large enough effect in the polarisation, with a control signal flat; inconclusive means small, poorly fitted or top-dose-only effect, or effect the other way, or a change in a side signal; inactive means no such curve, though single readings can be large or run the other way; the % refers to the polarisation;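 further: polarization taken with two DNA probes labelled with fluorescein and Texas red; potency means the concentration at half of the fitted maximal effect; % of control where 0% means no effect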
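His-tagged ERG Ets domain (1 uM in the protein solution; 300mM KCl, 50mM Tris-HCl, 1mM EDTA, 1mM DTT, pH 7.5) received compound, then a probe mix of 5 nM fluorescein-DNA and 100nM Texas-615-DNA. Fluorescence polarization was read for both dyes.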
Pol eta inh = inhibitors of human DNA polymerase eta; recombinant Pol eta, fluorescent DNA replication assay; Potency, µM (highest dose often 114 µM), without a hit: at the top dose activity change, negative = inhibition, usual class: inhibitors; 390,000 compounds, 1.2% hits; AID 588591; further: potency means the concentration at half of the fitted maximal effect; on the % scale 0 is the no-effect control and ±100 the full control effect
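Pol eta at 10 nM preincubated with compounds 15 min at room temperature; reaction started with fluorescent substrate (50 nM final) and read kinetically at 0 and 10 min.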
RGS4 inh = inhibitors of human regulator of G protein signaling 4; Transcreener GDP fluorescence polarization, RGS4-accelerated GTP hydrolysis; 390,000 compounds, 0.039% hits; Potency, µM (series often up to 114 µM), without a hit: top-dose activity change, negative = inhibition, hits mostly inhibitors; further: potency means the concentration at half of the fitted maximal effect; on the % scale 0 is the no-effect control and ±100 the full control effect; nearly all actives have a fitted effect of over 75% in size; some results filed as inactive show a strong effect at the top dose
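MLSMR compounds (23 nl, pin-transferred) preincubated 10 min at room temperature with a 500nM (2x) first reagent, then RGS4 at 900nM (2x) plus Transcreener GDP mix added; fluorescence polarization (620/688 nm) read before and after 90 min at 30 °C.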
LDHA block = LDHA (human) enzyme inhibition; P00338; purified LDHA, NADH/diaphorase-resazurin fluorescence; active compounds read low; activity change, % (values are at about 110 or 230 µM); 480,000 compounds, 0.15% hits; AID 1347041; in the data active means activity change below about -30%; inconclusive means mostly about -25% to -30%;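 further: plate controls were DMSO wells for no effect and wells without enzyme for full effect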
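Remaining NADH was detected by diaphorase (0.133 mg/mL) converting 37 µM resazurin to fluorescent resorufin, read at 0 and 20 minutes. The preceding 5-minute room-temperature reaction used 2 nM LDHA, 0.2 mM sodium pyruvate and 0.06 mM NADH at pH 7.4.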
POLK inh = inhibitors of human DNA polymerase kappa | 400,000 compounds, 0.53% hits | Q9UBT6 | AID 588579 | Potency, µM (top dose mostly 107 µM), for the others: at the top dose activity, negative = inhibition, hits mostly inhibitors | purified Pol kappa, fluorescent DNA synthesis assay, 10 min; further: potency means the concentration at half of the fitted maximal effect; on the % scale 0 is the no-effect control and ±100 the full control effect
Target sequence (Q9UBT6 whole entry, looked up): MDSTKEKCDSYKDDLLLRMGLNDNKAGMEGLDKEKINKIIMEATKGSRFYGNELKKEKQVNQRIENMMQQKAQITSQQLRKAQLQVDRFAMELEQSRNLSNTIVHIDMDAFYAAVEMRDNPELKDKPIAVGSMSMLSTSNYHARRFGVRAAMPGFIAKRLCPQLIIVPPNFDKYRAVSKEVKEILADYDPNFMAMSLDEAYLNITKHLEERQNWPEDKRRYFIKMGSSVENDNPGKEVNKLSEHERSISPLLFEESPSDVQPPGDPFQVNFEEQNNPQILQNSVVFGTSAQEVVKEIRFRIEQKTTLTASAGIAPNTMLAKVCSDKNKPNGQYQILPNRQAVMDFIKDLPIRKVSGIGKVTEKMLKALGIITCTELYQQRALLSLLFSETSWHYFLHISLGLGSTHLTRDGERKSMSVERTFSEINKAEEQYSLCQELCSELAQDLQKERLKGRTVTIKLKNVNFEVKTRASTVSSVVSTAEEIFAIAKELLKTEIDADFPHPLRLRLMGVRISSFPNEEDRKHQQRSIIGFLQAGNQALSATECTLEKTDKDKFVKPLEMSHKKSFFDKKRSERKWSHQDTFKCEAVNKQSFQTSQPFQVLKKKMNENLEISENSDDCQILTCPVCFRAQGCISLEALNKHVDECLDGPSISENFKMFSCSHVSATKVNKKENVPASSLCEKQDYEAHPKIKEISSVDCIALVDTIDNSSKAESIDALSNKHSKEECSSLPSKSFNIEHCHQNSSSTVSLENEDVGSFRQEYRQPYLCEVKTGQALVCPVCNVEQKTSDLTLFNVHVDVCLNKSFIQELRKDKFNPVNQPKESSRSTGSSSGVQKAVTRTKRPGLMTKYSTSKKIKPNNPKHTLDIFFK
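Kinetic fluorescence screen: compound preincubated 15 min RT with 10 nM enzyme; 50 nM substrate (final) initiates; reads at 0/10 min.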
ALOX12 inh = ALOX12 (human) lipoxygenase inhibition. Potency, µM (titrated, usually from 108 µM), for inactives: top-dose activity change, negative = inhibition, usual class: inhibitors. P18054. AID 1671190. 580,000 compounds, 1.1% hits. purified 12hLO, xylenol orange hydroperoxide absorbance; further: potency means the concentration at half of the fitted maximal effect; on the % scale 0 is the no-effect control and ±100 the full control effect
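Purified human 12hLO at 150 nM in 25 mM Hepes, 0.01% Triton X-100, pH 7.0, preincubated 15 min at room temperature with compound. Reaction started with 40 uM arachidonic acid, 30 min at room temperature. Hydroperoxide measured by Fe-xylenol orange, 573/405 nm absorbance ratio.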
* marks the source's active call; other numbers are inactive results; ? = inconclusive; . = not tested or not shown; & = joins results of further samples; [ ] = dose if it differs, or a comment. Unless noted, the call rests on the fitted dose curve; in most records, active means well fitted curve in the direction sought with a large enough effect; inconclusive means small, poorly fitted or top-dose-only effect, or another doubt; inactive means no such curve, though single readings can be large; an effect the other way counts as inactive or inconclusive.

SMILES | POLB inh | APE1 inh | Anesthetic bind | ERG-DNA inh | Pol eta inh | RGS4 inh | LDHA block | POLK inh | ALOX12 inh
COCc1ccc(CN2CCC(CO)(CC3CCCCO3)CC2)o1 (centres undefined) | 30% | -1% | -3% | 0% | -16% | 18% | 2 | 5% | 0%
CCOC(=O)c1noc2nc(C)n(Cc3cccc([N+](=O)[O-])c3)c(=O)c12 | 9% | . | -1% | 2% | -5% | -24% | 1 | -4%[60.1 µM] | -52%
O=C(O)c1ccccc1SC1CC(=O)N(C2CCCCC2)C1=O (centres undefined) | 26% | -1% | ? | -3% | -27% | -5% | 0 | -7% | .
O=C(C1CCCN1C(=O)c1cccs1)N1CCN(Cc2ccc3c(c2)OCO3)CC1 (centres undefined) | 3% | -2% | -8% | 11% | -3% | 13% | 2 | 0% | -21%
O=C(c1ccccn1)C1CCCN(Cc2cn[nH]c2-c2cc3ccccc3o2)C1 (centres undefined) | -17% | 2% | ? | 98%[activator] | -11% | 0% | -1 | -5% | -27%
O=C(COC(=O)c1ccc(Br)o1)NCc1ccco1 | . | . | . | -5% | 10µM* | 1% | -6 | ? | 0%
Fc1ccc(NC(=S)Nc2ccc(Br)cc2)cc1 | 4% | 0% | -5% | -1% | -8% | -14% | -1 | -12% | ?
CCN1C(=O)c2ccc(C(=O)Nc3ccc(O)cc3C)cc2C1=O | 9% | 4% | -7% | 11% | 10% | 11%[56.9 µM] | -5 | -7% | -18%
O=C(NC1CCN(Cc2ccc(Cl)cc2)CC1)c1cn(-c2ccccc2)nc1-c1cccnc1 | . | 4% | . | 11% | -12% | 18% | -2 | -2% | ?
Cc1cccc(C(=O)NNC(=O)c2ccc(S(=O)(=O)N3CCOCC3)cc2)c1 | 1% | 4% | 0% | 17% | 6% | -1% | -3 | -12% | 2%
CC1CN(c2ccc(S(=O)(=O)N3CCCC3)cn2)CC(C)O1 (centres undefined) | 18% | 2% | -9% | -2% | 29% | -17%[11.4 µM] | -2 | 10% | -11%
Cc1cccc(/C=N/n2c(-c3cc(-c4ccccc4)n[nH]3)n[nH]c2=S)c1 | 56µM* | -1% | -22% | -2% | -4% | -52% | -8 | -4% | ?
O=C(CNC(=O)C(c1ccccc1)c1ccccc1)N/N=C/c1cccnc1 | 7% | 1% | 1% | 0% | -6% | 4% | -10 | -11% | 0%
Cc1c(C)c2ccc(OCC(=O)NC3CCN(Cc4ccccc4)CC3)cc2oc1=O | 1% | 46% | -18% | 20% | -7% | 4%[11.4 µM] | -1 | -18% | 11%
CC(C)CCN(C(=O)c1ccncc1)c1c(N)n(Cc2ccccc2)c(=O)[nH]c1=O | . | 14% | . | 4% | -20% | -11% | -3 | -1% | 352%[activator]
Cc1ccc(CNCc2cc3c(C(C)(C)C)nn(-c4ccccc4)c3[nH]c2=O)cc1 | -22% | 3% | ? | . | 5% | -12% | -8 | -14%[60.1 µM] | -25%
COCCNC(=O)COc1cccc(Oc2ccccc2)c1 | 1% | -3% | -12% | . | -3% | -27% | -4 | -4%[60.1 µM] | -3%
O=C1CCc2cc(S(=O)(=O)Nc3ccccc3F)cc3c2N1CCC3 | . | 13% | . | -7% | -21% | 19% | 0 | 0% | -12%
COc1cccc2sc3cc(NCc4ccc5c(c4)OCO5)ccc3c(=O)c12 | . | -2% | . | 1% | -12% | 4% | -3 | -8% | -21%
O=C(CSc1ncnc2nc[nH]c12)Nc1ccccc1C(F)(F)F | 25% | ? | -19% | . | -2% | -13% | -10 | 1% | ?
O=S(=O)(Nc1nc2ccccc2nc1NCC1CCCO1)c1ccccc1 (centres undefined) | 24% | 26% | 5% | 4% | -6% | 5% | 4&-5 | -10% | ?
CCCCN(C)CCNC(=O)c1cc2c(-c3ccccc3F)nn(C)c2s1 | -13% | -5% | 8% | 7% | -5% | 9% | -3 | 4% | 20%
Fc1ccc(-c2csc3ncnc(N4CCc5ccccc5C4)c23)cc1 | -17% | -7% | 4% | -1% | -20% | 10% | -3 | -10% | -1%
O=C1C(=O)c2ccccc2C(O)=C1C1CCC(c2ccc(Cl)cc2)CC1 (centres undefined) | . | 16% | 8%[29.3 µM] | ? | -14% | -9% | -7 | -3% | -22%&0%
Cc1ccc2[nH]c3c(c2c1)CCN(C)C3 | 5% | 20% | -14% | 3% | 0% | 18% | 2 | -16% | 0%
Cc1cc(=O)n2[nH]c(C(=O)O)nc2n1 | 15% | 9% | 1% | 8% | 5% | 13% | -2 | -1% | ?
CC(C)Cc1nc2oc3c(NCC4CCCO4)ncnc3c2c2c1CCC2 (centres undefined) | 6% | -5% | -9% | -4% | -9% | -17% | -2 | 3% | -3%
CC(C)C1S/C(=N/N=C/c2cccs2)NC1=O (centres undefined) | 2% | 4% | -19% | 9% | -14% | -9% | -2 | -2% | 1%
Cc1nnc(SCc2nc3ccccc3nc2C)s1 | ? | 2% | -11% | 4% | -4% | 16%[11.4 µM] | -10 | -12% | -2%
Cc1ccc(C2(CCNS(=O)(=O)c3ccc(C)cc3)CCOC(C(C)C)C2)cc1 (centres undefined) | -3% | 7% | 39%[activator] | -20% | -17% | -19% | 5 | 2% | 29%
Cc1cc(C)c(S(=O)(=O)N2CCCCC2CCNC(=O)C(=O)NCc2ccco2)c(C)c1 (centres undefined) | . | -11% | . | 1% | -11% | 3% | -4 | -18% | -22%
Cc1nn(C(C)C(=O)NCCCN2CCCC2)c(=O)c2nn(-c3ccccc3)c(C)c12 (centres undefined) | 12% | 51%[activator] | -15% | -2% | -6% | -18% | 1 | 12% | -20%
COc1ccc(-n2cc(CNCCc3cnc[nH]3)c(-c3cccc(F)c3)n2)cc1 | 11% | -1% | ? | 2% | -4% | 10% | -2 | -8% | -8%
CCOc1ccc(N=C(NC#N)SCC)cc1 | 6% | 9% | -8% | -1% | -9% | 5% | -1 | -4% | 12%
Cc1c(Cl)cccc1NC(=O)C(C)n1nnc2sc3c(c2c1=O)CCCC3 (centres undefined) | 22% | . | -9% | -10% | . | -2% | 2 | 3% | -24%
Cc1sc2nc(CN3CCOCC3)nc(NS(=O)(=O)c3cc(Cl)ccc3Cl)c2c1C | . | 8% | . | -4% | -20% | 4% | 0 | -7% | 146%[activator]
CCC1(C)Cc2c(sc3nc4n(c(=O)c23)CCS4)CO1 (centres undefined) | 0% | 0% | -14% | 5% | -17% | 0% | 0 | -3% | -8%
CCOc1ccc(C(C)NC(=O)Cc2ccccc2)cc1OCC (centres undefined) | -22% | -1% | -4% | -11% | -7% | 34% | -6 | -8% | 21%
Cc1cc(C)c2c(=O)n(CC(=O)N3CCC(N4CCCCC4)CC3)sc2n1 | 31% | 23% | -14% | 8% | -14% | -129% | -10 | -6% | 0%
CCOc1ccc(C(=O)N2CCN(c3ccccn3)CC2)cc1 | 2% | 0% | -6% | -4% | -4% | 3% | -8 | -2% | 16%
Cc1cccc(C(C)C)c1NC(=O)COC(=O)CN1C(=O)C2CC=CCC2C1=O (centres undefined) | . | 6% | . | 3% | -15% | -6% | 0 | -13% | 0%
CC1CC1C(=O)OCC(=O)NNC(=O)COc1ccc(Br)cc1 (centres undefined) | . | 27% | . | -2% | -9% | 27% | -5 | -14% | -18%
CC(=O)NCc1ccc(C(=O)CSc2nnc(C3CC3)n2C2CC2)cc1 | . | -14% | . | 5% | -2% | ? | -9&-8 | -44% | ?
COc1ccc(NS(=O)(=O)c2ccc3c(c2)C(C(C)C)C(=O)N3)cc1 (centres undefined) | 30% | . | -17% | 0% | 5% | 4% | 0 | -7% | ?
CCCCCCCN(C(=O)CCl)c1cccc(C)c1 | -1% | 1% | 1% | -8% | -5% | 30% | 1 | -11% | -24%

3 structures out of the list, sorted by number of heavy atoms, largest number first:
SMILES | POLB inh | APE1 inh | Anesthetic bind | ERG-DNA inh | Pol eta inh | RGS4 inh | LDHA block | POLK inh | ALOX12 inh
Cc1cc(C)c(S(=O)(=O)N2CCCCC2CCNC(=O)C(=O)NCc2ccco2)c(C)c1 (centres undefined) | . | -11% | . | 1% | -11% | 3% | -4 | -18% | -22%
COc1ccc(NS(=O)(=O)c2ccc3c(c2)C(C(C)C)C(=O)N3)cc1 (centres undefined) | 30% | . | -17% | 0% | 5% | 4% | 0 | -7% | ?
CCOc1ccc(N=C(NC#N)SCC)cc1 | 6% | 9% | -8% | -1% | -9% | 5% | -1 | -4% | 12%

(listing goes on)
SMILES | POLB inh | APE1 inh | Anesthetic bind | ERG-DNA inh | Pol eta inh | RGS4 inh | LDHA block | POLK inh | ALOX12 inh
O=C(Cc1ccccc1)Nc1ccccc1Oc1ccccc1 | 16% | -2% | -1% | -9% | -7% | -10% | -3 | -9% | 5%
O=C(NC1CCCCCCC1)C1c2ccccc2C(=O)N1Cc1cccs1 (centres undefined) | 29% | 8% | -15% | -5% | -11% | 13% | -3 | -21% | 2%
Cc1ccc(NC(=O)CSc2nc3ccc(Nc4nc(N5CCOCC5)nc(N5CCOCC5)n4)cc3s2)cc1 | 9% | 30% | -1% | -2% | -9% | -12% | -1 | -14% | -8%
CCOC(=O)c1sc(NC(=O)CSc2n[nH]c(C)n2)nc1C | -10% | 2% | -5% | 0% | -12% | 0% | -1 | 7% | -27%
C=CCOC(=O)C1=C(C)NC(C)=C(C(=O)OCC=C)C1c1cccs1 | -16% | -9% | 64%[activator] | -3% | ? | -22% | 4 | -18% | ?

Screening results deposited in PubChem BioAssay by National Center for Advancing Translational Sciences (NCATS).

The list is partial. The share of hits here may be higher or lower than overall.
